D2 antagonist – antagonizes the human D2 dopamine receptor; P14416; HEK293 TREx D2 cells, calcium flux, dopamine EC80; inhibition, % at 10 µM; 2% of 340,000 active; AID 485344; in the data active = inhibition above about 30%; also: 0% is about no effect
Target sequence (P14416 whole entry, looked up): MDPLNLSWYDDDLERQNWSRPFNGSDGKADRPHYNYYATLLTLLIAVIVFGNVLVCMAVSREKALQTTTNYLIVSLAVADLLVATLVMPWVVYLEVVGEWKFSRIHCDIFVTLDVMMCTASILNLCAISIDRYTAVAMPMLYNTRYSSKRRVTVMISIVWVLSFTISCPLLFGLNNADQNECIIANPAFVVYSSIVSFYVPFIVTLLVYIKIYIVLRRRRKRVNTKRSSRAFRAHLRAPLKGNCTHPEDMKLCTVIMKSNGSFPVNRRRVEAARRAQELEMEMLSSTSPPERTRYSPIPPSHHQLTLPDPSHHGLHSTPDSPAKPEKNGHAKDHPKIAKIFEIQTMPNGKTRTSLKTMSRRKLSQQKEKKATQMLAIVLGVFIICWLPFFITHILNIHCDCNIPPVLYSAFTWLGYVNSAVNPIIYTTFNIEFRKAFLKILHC
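In this primary screen, negative modulation is detected by tracking calcium flux after an EC80 dopamine challenge in inducible HEK293 T-REx D2 cells preexposed to test compound for 180 s.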
mIDH1 inhibitor – blocks human mutant IDH1 R132H enzyme; IDH1-R132H enzyme, NADPH consumption, diaphorase/resazurin fluorescence; 0.093% of 390,000 active; O75874; Potency, µM (series often up to 76.6 µM), for inactives: at the highest dose activity change, negative = inhibition, usual class: inhibitors; AID 602179; also: potency is read from the fitted curve at half-maximal effect; % is scaled to controls: 0 for no effect and ±100 for the full control effect; nearly all actives have a fitted effect of over 65% in size
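IDH1-R132H (0.5 ug/mL dispensed) in pH 7.5 Tris buffer was preincubated 30 min with compound, then given a substrate mix of 0.016 mM NADPH and 2 mM alpha-KG for 80 min at room temperature; remaining NADPH was read by diaphorase/resazurin fluorescence.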
TRHR ag – agonists of human TRH receptor; AID 493084; 0.18% of 360,000 active; activation, % at 2 µM; P34981; TRHR cells, calcium flux fluo-8, FDSS agonist mode; in the data active = activation above about 30%; also: 0% is about no effect
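TRHR-expressing cells loaded with fluo-8 calcium dye; 23 nL library compound pin-transferred, kinetic FDSS fluorescence (Ex 480/Em 530) recorded about 180 s for agonist-induced calcium release, before a 10 nM TRH EC20 addition for potentiator mode.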
D2 ag – activates the human D2 dopamine receptor. P14416. HEK293 T-REx D2 cells, calcium flux agonist mode. activation, % at 2 µM. 0.53% of 340,000 active. AID 485358;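 active = activation over 3 SD above normal in the single-dose calcium agonist read, cut at about 30% in these data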; also: 0% is about no effect
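Agonism scored from kinetic calcium signal (1 read/sec, 180 s) following compound pin transfer, after a 10 s baseline. Cells: HEK293 Trex line expressing inducible D2 receptor coupled to calcium, dye-loaded after overnight culture at 30 C.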
TrxR1 substrate – rat thioredoxin reductase 1 substrate activity; O89049; purified TrxR1 substrate turnover, NADPH consumption readout; Potency, µM (highest dose often 114 µM), inactives show at the top dose activity change, negative = substrate turnover; 0.01% of 390,000 active; AID 588456; also: potency is read from the fitted curve at half-maximal effect; % is scaled to controls: 0 for no effect and ±100 for the full control effect; nearly all actives have a fitted effect of over 50% in size
Target sequence (O89049 whole entry, looked up): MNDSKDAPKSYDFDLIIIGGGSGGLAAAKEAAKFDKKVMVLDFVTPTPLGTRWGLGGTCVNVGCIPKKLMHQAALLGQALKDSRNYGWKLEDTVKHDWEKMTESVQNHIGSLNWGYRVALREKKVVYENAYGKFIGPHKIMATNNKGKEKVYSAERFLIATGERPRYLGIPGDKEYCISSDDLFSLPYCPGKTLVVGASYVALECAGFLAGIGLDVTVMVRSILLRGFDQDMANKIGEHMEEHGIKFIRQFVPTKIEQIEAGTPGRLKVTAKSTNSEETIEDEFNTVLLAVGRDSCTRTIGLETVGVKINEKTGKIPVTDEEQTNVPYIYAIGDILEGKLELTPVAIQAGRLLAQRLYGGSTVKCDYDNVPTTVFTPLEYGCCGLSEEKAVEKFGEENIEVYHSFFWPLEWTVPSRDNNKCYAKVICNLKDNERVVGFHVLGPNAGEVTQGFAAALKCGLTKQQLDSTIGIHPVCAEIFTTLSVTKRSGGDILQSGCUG
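Rat TrxR1, dispensed at 90 nM, was prereduced with 400 uM NADPH (final) for 5 min at ~22 deg C, then incubated with compound 15 min before 400 uM selenite. A first-read NADPH fluorescence drop versus no-compound background flagged substrates.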
rTrxR1 inhibitor – blocks rat thioredoxin reductase 1; O89049; recombinant rTrxR1, NADPH fluorescence consumption, selenite substrate; Potency, µM (highest dose often 114 µM), inactives show at the highest dose activity change, negative = inhibition, actives largely listed as inhibitors; 1% of 390,000 active; AID 588453; also: potency is read from the fitted curve at half-maximal effect; % is scaled to controls: 0 for no effect and ±100 for the full control effect; nearly all actives have a fitted effect of over 65% in size
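Rat TrxR1 (90 nM in the dispensed reagent) was pre-reduced with 400 uM NADPH for 5 min at room temperature, then incubated with compound for 15 min. After 400 uM selenite was added, NADPH fluorescence (Ex 340/Em 450 nm) was followed for 8 min.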
PI4K2A block – inhibitors of human PI4K2A | Q9BTU6 | purified PI4K2A, ADP-Glo luminescence, 1 h; active compounds read low | activity change, negative = inhibition, % at 76.9 µM | 0.13% of 420,000 active | AID 1346378; in the data active = activity change below about -50%; inconclusive = mostly about -30% to -49%;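 also: -100% = wells without enzyme as full effect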
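In this quantitative HTS, ADP production by PI4K2A was quantified luminescently after 1 h at ambient temperature; 100 microM adenosine served as plate-quality control.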
USP1 inh – USP1/UAF1 (human) deubiquitinase inhibition; O94782; recombinant USP1/UAF1, Ub-Rhodamine cleavage fluorescence; Potency, µM (titrated, usually from 57.1 µM), without a hit: top-dose activity change, negative = inhibition, usual class: inhibitors; 0.23% of 390,000 active; AID 743255; also: potency is read from the fitted curve at half-maximal effect; % is scaled to controls: 0 for no effect and ±100 for the full control effect; nearly all actives have a fitted effect of over 60% in size; inactives centre near -12
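USP1/UAF1 complex at 1 nM was preincubated with compound for 15 min at room temperature, then Ub-Rho substrate (150nM final) was added. Fluorescence (480/540 nm) was read kinetically, 6 reads every 60 seconds.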
TRHR enhancer – allosteric enhancers of human TRH receptor | P34981 | TRHR cells, fluo-8 calcium fluorescence, EC20 TRH enhancement | enhancement, % at 2 µM | 0.66% of 360,000 active | AID 493056; in the data active = enhancement above about 30%; also: 0% is about no effect
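TRHR-expressing cells loaded with fluo-8 calcium dye were read kinetically (ex 480/em 530) during compound addition, then stimulated with an EC20 of TRH (10 nM final). Enhancement of the Gq-mediated intracellular calcium response was scored.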
Numbers without * were called inactive; ? = inconclusive; nt = no result given; & = joins results of further samples; [ ] = remark or other dose. Unless noted, calls follow the shape of the dose curve; as a rule, active = well fitted inhibition curve with a large enough effect; inconclusive = small, poorly fitted or top-dose-only effect; inactive = no such curve, though single readings can be large or run the other way.

SMILES | D2 antagonist | mIDH1 inhibitor | TRHR ag | D2 ag | TrxR1 substrate | rTrxR1 inhibitor | PI4K2A block | USP1 inh | TRHR enhancer
CCn1c(C)nc2cc(C(=O)OC(C(F)(F)C(F)F)C(F)(F)C(F)F)ccc21 | -19 | 15% | -1.1 | -0.5 | -8% | 10% | 3 | -24% | 8
Cc1ccc(-n2nc(CN3CCOCC3)c(-c3ccccc3)c2N)c(C)c1 | 8 | 12% | -0.5 | 1.0 | -9% | 8%[57.1 µM] | -1 | 1% | 0
Cn1cc(S(=O)(=O)c2ccccc2)c(=O)c2cc(F)c(N3CCOCC3)cc21 | 19 | 0%&-8% | 0.9&0.1 | 0.0&-0.5 | 20% | 9% | -1&1 | -20%&-8% | 3&1
Clc1ccc(-c2nnc(CCc3ccccc3)o2)c(Cl)c1 | -26 | 8% | 0.2 | -0.2 | -8% | 4% | -1 | -9% | 0
Nc1nc(CN2CCCCCC2)nc(Nc2ccc(F)cc2)n1 | -8 | -6% | -1.6 | 0.6 | 2% | ? | 4 | -11% | -6
O=C(Cn1c(O)c(/C=C2\C=Nc3ccc(Br)cc32)sc1=O)N1CCCC1 | 0 | 1% | 1.9 | 1.9 | -12% | -10% | 5 | -12% | 4
O=C(c1cnc2ccc3ccccc3c2c1)c1cc(F)ccc1O | -8 | 0% | 1.4 | 2.7 | -9% | 4% | 5 | -14% | 2
Cc1c(NC(=O)Cn2nc(C(=O)O)c3ccccc3c2=O)c(=O)n(-c2ccccc2)n1C | -1 | 4% | 0.2 | 0.3 | -2% | 4% | 0 | -1% | 46*
CCc1n(CC(O)COCC2CC=CCC2)c2ccccc2[n+]1C (stereo unspecified) | nt | 1% | 0.6 | nt | 10%[57.1 µM] | 22%[57.1 µM] | 2 | -15% | 14
CC(C)c1ccccc1NC(=O)C1CC(=O)N(C2CCCC2)C1 (stereo unspecified) | 4 | 0% | -0.3 | 0.1 | 0% | 13% | 5 | -6% | -1
CC(C)Cc1nnc(NS(=O)(=O)c2ccc(Cl)cc2)s1 | 9 | 3% | 0.1 | 0.3 | 5% | 25% | -4 | -18% | 1
Cc1c(Cl)c([N+](=O)[O-])nn1CC(=O)NCc1cccnc1 | 39* | 1% | -0.7 | -0.4 | 3%[57.1 µM] | 3%[57.1 µM] | 8 | -15% | -3
COc1ccc(-c2nc(CSCC(=O)N3CCC(C(N)=O)CC3)c(C)o2)cc1OC | -1 | 0% | 0.5 | -0.4 | 20% | 1% | 4 | -24% | 6
CC(C)S(=O)(=O)c1cnc(-c2cccnc2)nc1N | -8 | 7% | 0.3 | 0.1 | 3% | 9% | -24 | -21% | 4
c1ccc2c(c1)OC(CCCN1CCCCC1)c1ccccc1S2 (stereo unspecified) | 87* | -6% | 1.6 | 1.1 | 2% | -5%[57.1 µM] | -2 | -6% | 8
CCc1ccc(CNC(=O)CCS(=O)(=O)Cc2ccccc2F)cc1 | 0 | -8% | -0.1 | nt | -1% | 10% | 0 | -6% | 4
Cc1ccc(C(C)C)c(OCC(=O)NNC(=O)Cn2[nH]c(=O)c3ccccc3c2=O)c1 | -24 | -3% | 0.1 | -1.1 | -2% | 9% | 2 | -9% | -1
O=C(CSc1oc(-c2ccc(F)cc2)nc1S(=O)(=O)c1ccccc1)c1ccc(Cl)cc1 | nt | 0% | 0.2 | 1.5 | 3%[2.29 µM] | 5% | 0 | -14% | -5
CCCCNC(=O)Cn1c(=O)oc2cc(S(=O)(=O)N3CC(C)CC(C)C3)ccc21 (stereo unspecified) | -7 | 9% | -0.1 | -0.5 | -1% | 20% | 5 | -16% | 2
NC(=O)c1ccsc1NC(=O)COC(=O)C1CCCN1C(=O)c1cccs1 (stereo unspecified) | 6 | -1% | 0.0 | 0.9 | 12%[57.1 µM] | -8% | 28 | -9% | -6
CC(NC(=O)c1cc2ccccc2o1)c1ccccc1 (stereo unspecified) | -6 | 0%&-4% | -0.6&-1.1 | 0.8&-0.2 | 1% | 25% | -1&0 | -11%&-12% | -6&-5
CCc1ccc(C(=O)/C=C2\Sc3ccccc3NC2=O)cc1 | -5 | 3% | -0.4 | -1.2 | -6% | -4% | -5 | 2% | 1
CCn1cc(/C=C/C(=O)Nc2ccc(C)cc2Br)cn1 | -1 | 16% | -0.1 | -0.4 | 3%[57.1 µM] | 3%[57.1 µM] | -3 | -9% | 3
Cc1cc(=O)oc(C)c1C(=O)NCc1c(F)cc(F)cc1F | 5 | 10% | 0.2 | 0.8 | -7% | 6% | 6 | -13% | -2
CC(C)N=C1NN=C(c2ccc(F)cc2)CS1 | -21 | 3% | 1.2 | -0.2 | -11%[57.1 µM] | 33%[57.1 µM] | -2 | -12% | 1

Continuation.
SMILES | D2 antagonist | mIDH1 inhibitor | TRHR ag | D2 ag | TrxR1 substrate | rTrxR1 inhibitor | PI4K2A block | USP1 inh | TRHR enhancer
CC(C(=O)NCCN1C(=O)S/C(=C\c2cccs2)C1=O)N1C(=O)c2ccccc2C1=O (stereo unspecified) | 2 | 4% | -0.7 | 0.6 | 7%[57.1 µM] | -4%[57.1 µM] | -1 | -5% | 1
COCC(=O)N(Cc1nc2sc(C)c(C)c2c(=O)[nH]1)C1CCCCC1 | 31* | 2% | -0.2 | -1.9 | 0% | 10% | -3 | -11% | 12
Cc1ccc(NC(=O)c2sc(C)nc2C)c(C)c1 | 10 | -1% | -0.9 | -1.7 | -5%[57.1 µM] | ? | -2 | -15% | 10
CCOC(=O)c1ccc(NC(=O)c2nc[nH]c2C(=O)N[C@@H](CCCCNC(=O)OC(C)(C)C)C(=O)OC(C)(C)C)cc1 | 1 | -9%[38.3 µM] | 1.5 | 0.9 | -1% | 40%[activator] | -1 | -26% | -2
Cc1cccc(/C=N/NC(=O)c2ccc(NC(=O)c3ccccc3C)cc2)n1 | -28 | -5% | -0.1 | -1.0 | 1% | 6% | -3 | -12% | 7
CN1CCN(CCNC(=O)c2cnn(-c3cccc(Cl)c3)c2C2CCN(C(=O)OC(C)(C)C)CC2)CC1 | nt | 19% | 2.0 | 0.0 | 0% | 24% | -3 | -11% | 5
O=C1CC(c2ccccc2)CC(O)=C1C=NCCN1CCN(C(=S)Nc2cccc(Cl)c2)CC1 (stereo unspecified) | -18 | -5% | 0.6 | 0.3 | 5% | 9% | 2 | -12% | -3
CCCCCCCCCCn1cc(C(C)=O)c(=O)[nH]c1=O | -4 | 10% | 0.0 | 0.0 | -5% | -6% | 3 | -4% | -11
CC(Oc1ccc(Br)cc1)C(=O)N(Cc1nc(-c2ccccc2)no1)C(C)C (stereo unspecified) | nt | -1% | 2.1 | 0.4 | -10% | 13% | -1 | 2% | -9
CCOC(=O)C1=C(COC(=O)c2ccccc2OC)NC(=O)NC1C (stereo unspecified) | 13 | 1% | -0.3 | -2.0 | -8%[57.1 µM] | -11%[57.1 µM] | -4 | -6% | 9
Cc1ccc(NC(=O)C(C)C(=O)Nc2ccc(C)cc2)cc1 | 7 | 0% | -0.4 | 0.1 | -2%[57.1 µM] | 1%[57.1 µM] | -1 | -8% | -9
CCOc1ccc(CN(C)CC(=O)Nc2ccc3c(c2)CCC3)cc1OC | 30* | 5% | -1.5 | 2.1 | -8%[57.1 µM] | 17%[57.1 µM] | 1 | 2% | 9
CC(=O)Oc1ccc(N2C(=O)C3C(C2=O)C(C(=O)c2ccc(Cl)cc2)N2CCCC32)cc1 (stereo unspecified) | -2 | 2% | -0.9 | 0.3 | 13%[57.1 µM] | -66% | 1 | 22µM* | 3
Cn1ccnc1Sc1nc2ccccc2nc1NS(=O)(=O)c1ccccc1 | nt | -2% | -0.2 | nt | -1%[57.1 µM] | ? | -6 | -10% | 9
CN(C)c1ccc(/C=N\NC(=O)c2cccc3cc[nH]c23)cc1 | 3 | -1% | -1.0 | -1.7 | -14% | 4% | 0 | -5% | 21
O=C(O)c1ccccc1Sc1ccccc1S(=O)(=O)NC1CCCCC1 | 4 | 7% | 0.6 | 0.8 | 3%[57.1 µM] | 10%[57.1 µM] | 2 | -21% | -2
COc1ccc(CN2CCCC(N3CCN(c4cccc(Cl)c4)CC3)C2)cc1OC (stereo unspecified) | 26 | -2% | 0.1 | 38* | 3% | 30% | 3 | -17% | 15
Clc1cccc(Cl)c1CNc1ccc(N2CCCC2)cc1 | 13 | 33%[activator] | 0.5 | 0.6 | 5%[57.1 µM] | 3.5µM* | -5 | -11% | 31*

A portion from further up, for reference:
SMILES | D2 antagonist | mIDH1 inhibitor | TRHR ag | D2 ag | TrxR1 substrate | rTrxR1 inhibitor | PI4K2A block | USP1 inh | TRHR enhancer
CCOC(=O)c1ccc(NC(=O)c2nc[nH]c2C(=O)N[C@@H](CCCCNC(=O)OC(C)(C)C)C(=O)OC(C)(C)C)cc1 | 1 | -9%[38.3 µM] | 1.5 | 0.9 | -1% | 40%[activator] | -1 | -26% | -2
Cc1cccc(/C=N/NC(=O)c2ccc(NC(=O)c3ccccc3C)cc2)n1 | -28 | -5% | -0.1 | -1.0 | 1% | 6% | -3 | -12% | 7
CN1CCN(CCNC(=O)c2cnn(-c3cccc(Cl)c3)c2C2CCN(C(=O)OC(C)(C)C)CC2)CC1 | nt | 19% | 2.0 | 0.0 | 0% | 24% | -3 | -11% | 5
O=C1CC(c2ccccc2)CC(O)=C1C=NCCN1CCN(C(=S)Nc2cccc(Cl)c2)CC1 (stereo unspecified) | -18 | -5% | 0.6 | 0.3 | 5% | 9% | 2 | -12% | -3
CCCCCCCCCCn1cc(C(C)=O)c(=O)[nH]c1=O | -4 | 10% | 0.0 | 0.0 | -5% | -6% | 3 | -4% | -11
CC(Oc1ccc(Br)cc1)C(=O)N(Cc1nc(-c2ccccc2)no1)C(C)C (stereo unspecified) | nt | -1% | 2.1 | 0.4 | -10% | 13% | -1 | 2% | -9
CCOC(=O)C1=C(COC(=O)c2ccccc2OC)NC(=O)NC1C (stereo unspecified) | 13 | 1% | -0.3 | -2.0 | -8%[57.1 µM] | -11%[57.1 µM] | -4 | -6% | 9
